FH mod – Identification of activators of human fumarate hydratase by quantitative high-throughput screening; Fumarate hydratase, mitochondrial (Homo sapiens), P07954; FH coupled MDH/diaphorase resazurin fluorescence, 15 min; Potency, µM (doses to about 79.9 µM), for the others: top-dose activity change, negative = inhibition, most hits filed as inhibitors; actives 0.22% (n = 54,000); AID 1347055, 2019; also: potency is read from the fitted curve at half-maximal effect; % is scaled to controls: 0 for no effect and ±100 for the full control effect; the screen sought activators but most active calls are inhibition curves; nearly all actives have a fitted effect of over 45% in size
Target sequence (P07954 whole entry, looked up): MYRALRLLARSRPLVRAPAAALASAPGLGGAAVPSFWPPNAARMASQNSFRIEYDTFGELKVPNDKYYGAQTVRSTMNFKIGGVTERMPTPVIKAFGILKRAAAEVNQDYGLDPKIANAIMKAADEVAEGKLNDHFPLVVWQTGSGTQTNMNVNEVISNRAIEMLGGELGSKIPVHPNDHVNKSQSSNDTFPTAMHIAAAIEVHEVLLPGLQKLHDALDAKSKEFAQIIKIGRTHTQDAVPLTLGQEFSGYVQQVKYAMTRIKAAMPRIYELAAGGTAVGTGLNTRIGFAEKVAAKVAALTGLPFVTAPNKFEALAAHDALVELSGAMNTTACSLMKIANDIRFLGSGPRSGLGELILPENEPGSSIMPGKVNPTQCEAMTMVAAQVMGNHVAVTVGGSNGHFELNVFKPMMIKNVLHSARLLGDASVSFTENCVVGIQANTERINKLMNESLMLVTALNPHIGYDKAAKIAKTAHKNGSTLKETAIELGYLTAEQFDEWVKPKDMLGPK
GALK inh – qHTS Assay for Inhibitors of Human Galactokinase (GALK): NCGC Sytravon Library Screen | Potency, µM (highest dose often 57.5 µM), for inactives: at the highest dose activity, negative = inhibition, actives largely listed as inhibitors | 44,000 tested, under 10 active | P51570 | recombinant GALK, Kinase-Glo ATP luminescence, 1 h;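 also: plate controls were full GALK reaction for no effect and reaction lacking GALK for full effect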
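5 nM GALK with 35 µM ATP and 100 µM galactose in HEPES pH 8.0, MgCl2, NaCl, DTT, BSA; 1 h RT reaction, remaining ATP detected by Kinase-Glo Plus luminescence after 10 min; qHTS concentration series.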
B2AR arrestin ag – qHTS assay of beta-arrestin-biased ligands of beta2-adrenergic receptor: NCGC Sytravon Library Screen; Potency, µM (top dose mostly 46.1 µM), for the others: at the highest dose activation, usual class: activators; HTLA Tango cells, beta-arrestin recruitment, luciferase luminescence, 18 h; AID 1347077, 2019; 44,000 tested, under 10 active;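 also: potency is read from the fitted curve at half-maximal effect; 0% = DMSO and full agonism = EC100 isoproterenol or metaproterenol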
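Luminescence read-out: arrestin recruitment to recombinant beta2-AR releases tTA, inducing luciferase. Cells exposed 18 hr at 37 degrees C to up to 46 microM compound; %Activity from corrected signal, concentration-response curves classified by r2, magnitude and efficacy.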
p53null 32C tox – qHTS Screen for Compounds that Selectively Target Cancer Cells with p53 Mutations: Cytotoxicity of p53 Null Cells at the Permissive Temperature. Potency, µM (doses to about 46.1 µM), without a hit: at the top dose activity change, negative = cytotoxicity, most hits filed as cytotoxic. H1299-neo p53 null cells, ATP luminescence, 24 h, 32C. actives 0.62% (n = 55,000);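 also: potency is read from the fitted curve at half-maximal effect; 0% = DMSO only and -100% = full killing by 100 µM tamoxifen; nearly all actives have a fitted effect of over 55% in size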
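Luminescent ATP readout gave cell viability of p53-null H1299-neo cells after a 24 h compound exposure at the permissive 32C. Titrations ran up to 46 uM, and AC50s were fitted with the standard Hill equation.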
TSG101-PTAP inh – qHTS Validation Assay for Inhibitors of HIV-1 Budding by Blocking the Interaction of PTAP/TSG101: Sytravon Library Screen; Tumor susceptibility gene 101 protein (Homo sapiens), Q99816; Fluorescence polarization, FITC-PTAP peptide/Tsg101, 20 min; Potency, µM (doses to about 115 µM), for inactives: top-dose activity change, negative = inhibition, hits mostly inhibitors; 44,000 tested, under 10 active; AID 1347069, 2019; also: potency is read from the fitted curve at half-maximal effect; 0% is about no effect
Target sequence (Q99816 whole entry, looked up): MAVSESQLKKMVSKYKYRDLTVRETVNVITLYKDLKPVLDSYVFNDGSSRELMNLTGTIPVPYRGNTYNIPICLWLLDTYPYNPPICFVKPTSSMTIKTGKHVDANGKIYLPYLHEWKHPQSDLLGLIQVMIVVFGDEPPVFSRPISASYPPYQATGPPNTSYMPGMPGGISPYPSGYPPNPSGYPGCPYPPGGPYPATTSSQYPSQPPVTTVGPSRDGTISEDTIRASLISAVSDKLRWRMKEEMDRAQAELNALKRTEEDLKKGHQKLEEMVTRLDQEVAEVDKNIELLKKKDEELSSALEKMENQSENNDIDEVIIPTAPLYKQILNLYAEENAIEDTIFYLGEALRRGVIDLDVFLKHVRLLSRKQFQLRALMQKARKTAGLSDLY
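Fluorescence polarization: Tsg101 binding domain (10 uM final) in 10 mM HEPES pH 7.5, 0.15 M NaCl, 0.01% Tween 20, 3 mM EDTA, 0.1 mM TCEP; compounds pinned; FITC-PTAP peptide 50 nM final; 20 min, r.t.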
p53null 39C kill – qHTS Screen for Compounds that Selectively Target Cancer Cells with p53 Mutations: Cytotoxicity of p53 Null Cells at the Nonpermissive Temperature; H1299 p53-null (neo) cells, 39C, ATPlite viability, 24 h; Potency, µM (top dose mostly 46.1 µM), without a hit: top-dose activity, negative = cell killing, hits mostly cytotoxic; actives 0.97% (n = 55,000);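 also: potency is read from the fitted curve at half-maximal effect; 0% = DMSO only and -100% = full killing by 100 µM tamoxifen; nearly all actives have a fitted effect of over 50% in size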
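ATP-luminescence viability readout (ATPlite, 20 min RT) after 24 hr compound treatment at 39C of H1299-neo or H1299-p53A138V cells; titration up to 46 uM; normalized to DMSO and 100 uM tamoxifen; Hill-fit AC50.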
NTMT1 inh – Primary qHTS for Inhibitors of N-terminal methyltransferase 1 (NTMT1): MTaseGlo Assay; AID 1645870, 2021; Potency, µM (top dose mostly 114 µM), inactives show at the top dose activity change, negative = inhibition, hits mostly inhibitors; NTMT1 MTase-Glo SAH luminescence, purified enzyme; N-terminal Xaa-Pro-Lys N-methyltransferase 1 (Homo sapiens), Q9BV86; actives 2.5% (n = 59,000);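 also: potency is read from the fitted curve at half-maximal effect; plate controls were DMSO vehicle for no effect and no enzyme for full effect; nearly all actives have a fitted effect of over 65% in size; many of its hits are not listed in these tables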
Active calls of the source: *; [ ] = another dose, or the depositor's remark. Calls follow the shape of the dose curve; as a rule, active = well fitted curve in the direction sought with a large enough effect; inconclusive = small, poorly fitted or top-dose-only effect, or another doubt; inactive = no such curve, though single readings can be large; an effect the other way counts as inactive or inconclusive.

How did Cc1ccc(CC(=O)N(Cc2nc(-c3ccc(C)cc3)no2)C(C)C)cc1 do in these assays?
FH mod: -12%; GALK inh: 0%; B2AR arrestin ag: 1%; p53null 32C tox: -1%; TSG101-PTAP inh: -3%; p53null 39C kill: -14%; NTMT1 inh: 2%

Results for CCN(Cc1ccccc1)C(=O)Cn1cc(S(=O)(=O)Cc2cccc(Cl)c2)c2ccccc21 ?
FH mod: -12%; GALK inh: 0%; B2AR arrestin ag: 2%; p53null 32C tox: 4%; TSG101-PTAP inh: -3%; p53null 39C kill: -8%; NTMT1 inh: 4%

What do the screens show for `COC(=O)c1ccc(NC(=O)CCc2c(C)nn(-c3ccc(N4CCCC4)nn3)c2C)cc1`?
GALK inh: 0%; B2AR arrestin ag: 0%; p53null 32C tox: -2%; TSG101-PTAP inh: 0%; p53null 39C kill: -19%

Results for Cc1ccccc1Cn1c(SCc2ccc(C(=O)NC(C)c3ccccc3)cc2)nc2ccncc21 (centres undefined) ?
FH mod: -17%; GALK inh: -1%; B2AR arrestin ag: -4%; p53null 32C tox: 17%; TSG101-PTAP inh: -4%; p53null 39C kill: -13%; NTMT1 inh: 23%

What do the screens show for `COc1ccc(-c2cc(C)no2)cc1S(=O)(=O)N1CC(C)Oc2ccccc21` (centres undefined)?
FH mod: inconclusive; GALK inh: 3%; B2AR arrestin ag: 0%; p53null 32C tox: 19%; TSG101-PTAP inh: 4%; p53null 39C kill: 21%; NTMT1 inh: 12%

Results for CCC1CCCCN1C(=O)Cn1c(=O)n(CC2CCC(C(=O)NC)CC2)c(=O)c2sccc21 (centres undefined) ?
FH mod: 4%; GALK inh: 2%; B2AR arrestin ag: -1%; p53null 32C tox: 5%; TSG101-PTAP inh: -3%; p53null 39C kill: -23%; NTMT1 inh: 0%

How did CCN1CCN(C(=O)c2ccc3c(c2)N(Cc2cc(C)ccc2C)C(=O)c2ccccc2S3=O)CC1 (centres undefined) do in these assays?
FH mod: 1%; GALK inh: 0%; B2AR arrestin ag: -1%; p53null 32C tox: -4%; TSG101-PTAP inh: -5%; p53null 39C kill: -11%; NTMT1 inh: 4%

Results for CSc1nn(Cc2cccc(F)c2)c(N(C(C)=O)C(C)=O)c1S(=O)(=O)c1ccccc1 ?
FH mod: -20%; GALK inh: -4%; B2AR arrestin ag: 1%; p53null 32C tox: 8%; TSG101-PTAP inh: -2%; p53null 39C kill: -6%; NTMT1 inh: 17%

How did COc1cccc(CNC(=O)c2ccc3c(c2)nnn3C2CCCC2)c1 do in these assays?
FH mod: -6%; GALK inh: 1%; B2AR arrestin ag: 2%; p53null 32C tox: -6%; TSG101-PTAP inh: -2%; p53null 39C kill: -13%; NTMT1 inh: 0%

What do the screens show for `Cc1ccc(CCNC(=O)c2ccc(CSCc3ccccc3C)o2)cc1`?
FH mod: -45%; GALK inh: -6%; B2AR arrestin ag: 0%; p53null 32C tox: 12%; TSG101-PTAP inh: -5%; p53null 39C kill: 8%; NTMT1 inh: -18%

How did COCCCNC(=O)c1[nH]c2cc(OC)ccc2c1Sc1ccc(C)cc1 do in these assays?
FH mod: -30%; GALK inh: 5%; B2AR arrestin ag: -3%; p53null 32C tox: -13%; TSG101-PTAP inh: 2%; p53null 39C kill: 16µM*; NTMT1 inh: inconclusive

What do the screens show for `CCOC(=O)c1sc(NC(=O)c2nc3ncccn3n2)c(C(=O)OC(C)C)c1C`?
FH mod: 5%; GALK inh: 4%; B2AR arrestin ag: 2%; p53null 32C tox: -15%; TSG101-PTAP inh: 1%; p53null 39C kill: 6%; NTMT1 inh: -1%

What do the screens show for `COc1cc(NC(=O)c2nn(-c3ccc(F)cc3)c(=O)n(C)c2=O)cc(OC)c1OC`?
FH mod: 2%; GALK inh: -2%; B2AR arrestin ag: 2%; p53null 32C tox: -9%; TSG101-PTAP inh: -6%; p53null 39C kill: -13%; NTMT1 inh: -6%

How did CCc1ccc(CNc2ncnc3c2nc2n3CCCC2)cc1 do in these assays?
FH mod: -8%; GALK inh: -6%; B2AR arrestin ag: -1%; p53null 32C tox: -25%; TSG101-PTAP inh: -2%; p53null 39C kill: -19%; NTMT1 inh: -9%

How did CCn1c(=O)c(C(=O)Nc2cc(OC)c(OC)c(OC)c2)nc2ccccc21 do in these assays?
FH mod: 2%; GALK inh: 2%; B2AR arrestin ag: 1%; p53null 32C tox: -9%; TSG101-PTAP inh: -11%; p53null 39C kill: -27%; NTMT1 inh: 1%

Results for COc1ccc(CNc2ncnc3onc(C)c23)cc1 ?
FH mod: 5%; GALK inh: 0%; B2AR arrestin ag: 0%; p53null 32C tox: 9%; TSG101-PTAP inh: -1%; p53null 39C kill: 1%; NTMT1 inh: -3%

How did Cc1ccc(C)c(N2CCN(C(=O)CN3C(=O)COc4ccc(S(=O)(=O)N5CCC(C)CC5)cc43)CC2)c1 do in these assays?
FH mod: -7%; GALK inh: -2%; B2AR arrestin ag: 1%; p53null 32C tox: -4%; TSG101-PTAP inh: 4%; p53null 39C kill: -10%; NTMT1 inh: -4%

How did COc1ccc(CNC(=O)c2ccc3c(c2)CCN3S(=O)(=O)c2ccc(Cl)cc2)cc1 do in these assays?
FH mod: -25%; GALK inh: -3%; B2AR arrestin ag: -2%; p53null 32C tox: 4%; TSG101-PTAP inh: 1%; p53null 39C kill: -11%; NTMT1 inh: 21%

How did COc1ccc2c(CNCc3cccs3)c(C(=O)O)n(Cc3ccccc3C)c2c1 do in these assays?
FH mod: -16%; GALK inh: -7%; B2AR arrestin ag: 0%; p53null 32C tox: -3%; TSG101-PTAP inh: 2%; p53null 39C kill: -23%; NTMT1 inh: -9%

How did COc1cccc(OCc2nc3ccccc3n2Cc2ccccc2)c1 do in these assays?
FH mod: inconclusive; GALK inh: 4%; B2AR arrestin ag: -2%; p53null 32C tox: 41%[activator]; TSG101-PTAP inh: 2%; p53null 39C kill: 15%; NTMT1 inh: -10%

What do the screens show for `CCCN1C(=O)c2[nH]nc(-c3ccc(F)cc3)c2C1c1ccc(O)c(OCC)c1` (centres undefined)?
FH mod: inconclusive; GALK inh: 7%; B2AR arrestin ag: -2%; p53null 32C tox: -6%; TSG101-PTAP inh: -1%; p53null 39C kill: -9%; NTMT1 inh: 3%

How did CCC(=O)N1CCc2cc(S(=O)(=O)CCC(=O)N3CCN(c4cccc(C)c4)C(C)C3)ccc21 (centres undefined) do in these assays?
FH mod: -12%; GALK inh: 8%; B2AR arrestin ag: 0%; p53null 32C tox: 16%; TSG101-PTAP inh: -7%; p53null 39C kill: 12%; NTMT1 inh: -18%

What do the screens show for `O=C1CN(C(=O)c2ccc(S(=O)(=O)N3CCCC3)cc2)C(c2ccccc2)c2cc(Br)ccc2N1` (centres undefined)?
FH mod: -28%; GALK inh: -5%; B2AR arrestin ag: -2%; p53null 32C tox: 8%; TSG101-PTAP inh: 1%; p53null 39C kill: inconclusive; NTMT1 inh: 5%

What do the screens show for `CCOC(=O)c1ccc(NC(=O)CSc2nc(-c3ccc(OC)cc3)cc(C(F)(F)F)c2C#N)cc1`?
FH mod: -17%; GALK inh: 2%; B2AR arrestin ag: 0%; p53null 32C tox: -1%; TSG101-PTAP inh: 5%; p53null 39C kill: -14%; NTMT1 inh: 2%

Results for CCCN(CCC)CCCNC(=O)C1CCC(CNS(=O)(=O)c2cccc3nsnc23)CC1 (centres undefined) ?
FH mod: -9%; GALK inh: 0%; B2AR arrestin ag: 0%; p53null 32C tox: -14%; TSG101-PTAP inh: 2%; p53null 39C kill: -11%; NTMT1 inh: -5%

Results for COc1ccccc1N1CCN(C(=O)c2ccc(Nc3nc4ccccc4n4nnnc34)cc2)CC1 ?
FH mod: -1%; GALK inh: 2%; B2AR arrestin ag: 0%; p53null 32C tox: 4%; TSG101-PTAP inh: 7%; p53null 39C kill: -15%; NTMT1 inh: 9%

How did CCOc1ccc(OCC)c(NC(=O)CN(C)S(=O)(=O)c2ccc3c(c2)CCCC(=O)N3)c1 do in these assays?
FH mod: -11%; GALK inh: 2%; B2AR arrestin ag: 0%; p53null 32C tox: 4%; TSG101-PTAP inh: -3%; p53null 39C kill: -22%; NTMT1 inh: -10%

Results for CCC(=O)N1CCc2cc(S(=O)(=O)NC(Cc3ccccc3)C(=O)Nc3ccccc3C)ccc21 (centres undefined) ?
FH mod: 6%; GALK inh: -3%; B2AR arrestin ag: 0%; p53null 32C tox: 10%; TSG101-PTAP inh: -1%; p53null 39C kill: 2%; NTMT1 inh: inconclusive

What do the screens show for `Cc1cccc(Cn2c(=O)n(CCCCC(=O)NCc3ccc4c(c3)OCO4)c(=O)c3ccccc32)c1`?
FH mod: 0%; GALK inh: -13%; B2AR arrestin ag: 0%; p53null 32C tox: 16%; TSG101-PTAP inh: -1%; p53null 39C kill: -10%; NTMT1 inh: -2%

Quoted at random: three records from the list
Results for CCC(=O)N1CCc2cc(S(=O)(=O)NC(Cc3ccccc3)C(=O)Nc3ccccc3C)ccc21 (centres undefined) ?
FH mod: 6%; GALK inh: -3%; B2AR arrestin ag: 0%; p53null 32C tox: 10%; TSG101-PTAP inh: -1%; p53null 39C kill: 2%; NTMT1 inh: inconclusive

What do the screens show for `COC(=O)c1ccc(NC(=O)CCc2c(C)nn(-c3ccc(N4CCCC4)nn3)c2C)cc1`?
GALK inh: 0%; B2AR arrestin ag: 0%; p53null 32C tox: -2%; TSG101-PTAP inh: 0%; p53null 39C kill: -19%

Results for COc1ccc(CNc2ncnc3onc(C)c23)cc1 ?
FH mod: 5%; GALK inh: 0%; B2AR arrestin ag: 0%; p53null 32C tox: 9%; TSG101-PTAP inh: -1%; p53null 39C kill: 1%; NTMT1 inh: -3%

A portion of the library. The share of hits here may be higher or lower than overall.
